# BAZ2B block: qHTS Assay for Inhibitors of BAZ2B; AlphaScreen BAZ2B-H3K14Ac peptide displacement; Potency, µM (titrated, usually from 114 µM), without a hit: at the top dose activity change, negative = inhibition, hits mostly inhibitors; 360,000 compounds, 4.4% hits; further: potency means the concentration at half of the fitted maximal effect; on the % scale 0 is the no-effect control and ±100 the full control effect; nearly all actives have a fitted effect of over 60% in size
#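 Inhibition is scored as reduced AlphaScreen emission. The BAZ2B/b-H3(5-23)K14Ac complex (50 nM each) in PBS pH 7.4, 0.01% Tween-20 meets compound (up to 110 uM) for 30 min at RT before bead addition.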
# G9a inh: qHTS Assay for Inhibitors of Histone Lysine Methyltransferase G9a; G9a H3K9 monomethylation, AlphaScreen, 2 h; AID 504332, 2011; 350,000 compounds, 8.8% hits; Potency, µM (top dose mostly 102 µM), without a hit: top-dose activity, negative = inhibition, usual class: inhibitors; further: potency means the concentration at half of the fitted maximal effect; on the % scale 0 is the no-effect control and ±100 the full control effect; nearly all actives have a fitted effect of over 75% in size
#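 AlphaScreen read-out: biotin-H3K9 peptide (500 nM) methylation by 20 nM enzyme with 20 uM SAM, 2 h at room temperature after 15 min compound preincubation; anti-monomethyl H3K9 antibody plus donor/acceptor beads, 10 min dark.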
# Tb PGK inh: qHTS Assay to Find Inhibitors of Phosphoglycerate Kinase. Phosphoglycerate kinase, glycosomal (Trypanosoma brucei brucei), P07378. PGK/GAPDH coupled, Kinase-Glo luminescence, 60 min. Potency, µM (highest dose often 57.5 µM), inactives show at the top dose activity change, negative = inhibition, usual class: inhibitors. 380,000 compounds, 0.043% hits; further: potency means the concentration at half of the fitted maximal effect; on the % scale 0 is the no-effect control and ±100 the full control effect; nearly all actives have a fitted effect of over 60% in size
# Target sequence (P07378 whole entry, looked up): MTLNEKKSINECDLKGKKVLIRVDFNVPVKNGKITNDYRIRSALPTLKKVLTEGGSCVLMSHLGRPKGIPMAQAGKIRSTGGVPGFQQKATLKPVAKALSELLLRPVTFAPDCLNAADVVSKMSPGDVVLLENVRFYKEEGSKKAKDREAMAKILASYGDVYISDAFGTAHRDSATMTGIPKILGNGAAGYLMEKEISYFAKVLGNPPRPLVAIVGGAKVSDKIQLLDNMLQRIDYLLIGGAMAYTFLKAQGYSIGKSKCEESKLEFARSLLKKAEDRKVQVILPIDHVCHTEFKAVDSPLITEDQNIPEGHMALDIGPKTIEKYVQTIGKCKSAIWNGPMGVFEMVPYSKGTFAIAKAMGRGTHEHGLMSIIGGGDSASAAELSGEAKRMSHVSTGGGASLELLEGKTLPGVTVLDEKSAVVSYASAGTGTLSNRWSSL
#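 Recombinant glycosomal PGK reaction used 1,3-bisphosphoglycerate generated in-well by GAPDH (100nM final) in 100mM TEA pH 7.6, 5mM MgCl2, 0.01% Tween-20. After 60 minutes at room temperature, ATP was read by Kinase-Glo Plus luminescence end-point.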
# PI4K2A inh: qHTS for small molecular inhibitors of PI4K2A | Phosphatidylinositol 4-kinase type 2-alpha (Homo sapiens), Q9BTU6 | purified PI4K2A, ADP-Glo luminescence, 1 h; active compounds read low | activity change, negative = inhibition, % at 76.9 µM | 420,000 compounds, 0.13% hits; in the data active means activity change below about -50%; inconclusive means mostly about -30% to -49%;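 further: -100% = wells without enzyme as full effect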
# Target sequence (Q9BTU6 whole entry, looked up): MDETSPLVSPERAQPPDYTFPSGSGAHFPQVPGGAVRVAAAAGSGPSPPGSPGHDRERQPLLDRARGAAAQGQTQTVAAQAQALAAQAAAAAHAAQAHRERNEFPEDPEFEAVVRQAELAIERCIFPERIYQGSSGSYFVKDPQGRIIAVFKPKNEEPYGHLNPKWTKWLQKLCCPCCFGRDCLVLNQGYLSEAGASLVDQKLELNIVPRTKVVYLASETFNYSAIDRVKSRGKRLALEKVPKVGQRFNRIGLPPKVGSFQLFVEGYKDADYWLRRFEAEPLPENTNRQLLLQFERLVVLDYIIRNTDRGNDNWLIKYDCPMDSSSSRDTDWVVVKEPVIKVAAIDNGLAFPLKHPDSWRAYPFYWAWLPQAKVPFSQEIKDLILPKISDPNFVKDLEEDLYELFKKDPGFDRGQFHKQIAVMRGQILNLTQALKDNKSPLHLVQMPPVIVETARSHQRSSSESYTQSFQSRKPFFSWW
#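 PI4K2A activity was measured by ADP-Glo luminescence: enzyme (4 ug/mL stock) and phosphatidylinositol (1.2 mM stock) in Tris pH 7.5/MgCl2/EGTA/Triton X-100 buffer were reacted with ATP (300 microM stock) for one hour at ambient temperature.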
# JMJD2A Tudor: qHTS Assay for Inhibitors of JMJD2A-Tudor Domain; Potency, µM (series often up to 114 µM), inactives show top-dose activity change, negative = inhibition, most hits filed as inhibitors; 390,000 compounds, 4.4% hits; AID 504339, 2011; AlphaScreen JMJD2A-Tudor / H3K4me3 peptide binding; Lysine-specific demethylase 4A (Homo sapiens), O75164; further: potency means the concentration at half of the fitted maximal effect; on the % scale 0 is the no-effect control and ±100 the full control effect; nearly all actives have a fitted effect of over 50% in size
# GLS inhibitor: qHTS for Inhibitors of Glutaminase (GLS). Glutaminase kidney isoform, mitochondrial (Homo sapiens), O94925. GLS enzymatic activity, qHTS titration. Potency, µM (doses to about 45.5 µM), for the others: top-dose activity change, negative = inhibition, actives largely listed as inhibitors. 410,000 compounds, 0.21% hits; further: potency means the concentration at half of the fitted maximal effect; on the % scale 0 is the no-effect control and ±100 the full control effect
#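 Compounds were pin-transferred onto hKGA, after which L-glutamine (1 mM solution) and a detection mix of glutamate oxidase, HRP and Amplex Red were added. Initial and 30 min RT fluorescence reads were collected.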
# Pol eta inh: qHTS for Inhibitors of Polymerase Eta | Potency, µM (highest dose often 114 µM), without a hit: at the top dose activity change, negative = inhibition, usual class: inhibitors | recombinant Pol eta, fluorescent DNA replication assay | 390,000 compounds, 1.2% hits | DNA polymerase eta (Homo sapiens), Q9Y253; further: potency means the concentration at half of the fitted maximal effect; on the % scale 0 is the no-effect control and ±100 the full control effect
#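 Pol eta at 10 nM preincubated with compounds 15 min at room temperature; reaction started with fluorescent substrate (50 nM final) and read kinetically at 0 and 10 min.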
# Pin1 inh: qHTS Assay to Find Inhibitors of Pin1 | Peptidyl-prolyl cis-trans isomerase NIMA-interacting 1 (Homo sapiens), Q13526 | Pin1 FP peptide displacement, HiFluor488, 10 min | Potency, µM (highest dose often 115 µM), for inactives: at the top dose activity, negative = inhibition, most hits filed as inhibitors | 390,000 compounds, 0.009% hits; active means well fitted inhibition curve with a large enough effect in the polarisation, with a control signal flat, not every such curve was filed as active; inconclusive means small, poorly fitted or top-dose-only effect, or effect the other way, or a change in a side signal; inactive means no such curve, though single readings can be large or run the other way; the % refers to the polarisation; further: potency means the concentration at half of the fitted maximal effect; on the % scale 0 is the no-effect control and ±100 the full control effect
# HP1b binding inh: HTS for Inhibitors of HP1-beta Chromodomain Interactions with Methylated Histone Tails | Chromobox protein homolog 1 (Homo sapiens), P83916 | AlphaScreen HP1-beta / biotin-H3K9me3 peptide binding | Potency, µM (series often up to 114 µM), inactives show top-dose activity change, negative = inhibition, usual class: inhibitors | 390,000 compounds, 0.56% hits; further: potency means the concentration at half of the fitted maximal effect; nearly all actives have a fitted effect of over 70% in size; inactives centre near 23
# Target sequence (P83916 whole entry, looked up): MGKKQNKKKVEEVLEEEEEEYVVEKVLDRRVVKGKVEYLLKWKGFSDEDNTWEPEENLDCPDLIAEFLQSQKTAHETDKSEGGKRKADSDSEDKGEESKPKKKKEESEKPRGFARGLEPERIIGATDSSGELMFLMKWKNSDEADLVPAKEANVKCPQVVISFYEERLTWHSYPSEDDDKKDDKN
#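 Compound inhibition of the preformed complex between 50 nM HP1-beta and 50 nM biotinylated H3K9me3 peptide was read by AlphaScreen. Buffer was PBS pH 7.4 with 0.01% Tween-20. Incubations ran 30 min at room temperature, with 10 ug/mL donor/acceptor beads.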
# Active calls of the source: *; i = inactive; ? = inconclusive; · = not tested or not shown; [ ] = remark or other dose. Unless noted, the call rests on the fitted dose curve; in most records, active means well fitted curve in the direction sought with a large enough effect; inconclusive means small, poorly fitted or top-dose-only effect, or another doubt; inactive means no such curve, though single readings can be large; an effect the other way counts as inactive or inconclusive. Not all compounds are listed (hit frequency here may not be typical).
SMILES,BAZ2B block,G9a inh,Tb PGK inh,PI4K2A inh,JMJD2A Tudor,GLS inhibitor,Pol eta inh,Pin1 inh,HP1b binding inh
N#Cc1ccccc1-c1ccccc1C(=O)N1CCCCC1,4%,46%,4%,-5,4%,0%,-3%,-4%,27%
CCOc1nnnc2c1sc1nc(N3CCOCC3)c3c(c12)CCCC3,-3%,14%,-6%,0,7%,10%,-18%,-2%,27%
CCC(=O)NCCCCNC(=O)CC,6%,2%[59 µM],-7%,0,-1%,-1%,3%,4%,14%
O=C(COC(=O)CNS(=O)(=O)c1ccc(F)c(F)c1F)NC1CC1,0%,3%[0.501 µM],-2%,-1,-8%,-24%,-5%,-9%,27%
Cc1ccccc1C(=O)NCc1nc2cccnc2n1Cc1ccccc1,-2%,26%[59 µM],0%,2,-6%,2%,-11%,13%,28%[57 µM]
COC(=O)N/N=C(C)/C=C/c1ccccc1,·,·,-9%,-3,?,6%,-4%,-8%,13%
CCOC(=O)C1CCCN(C(=O)COc2ccc(N(C)S(=O)(=O)c3ccc(F)cc3)cc2)C1 (stereo not given),9%,-28%,1%,1,2%,-2%,-18%,4%,40%[activator]
COc1ccc(/C=C2\N=C(C(C)(C)C)OC2=O)c(OC)c1,-15%,-11%[59 µM],6%,-3,-26%,2%,-5%,15%,18%[57 µM]
CN(C(=O)CSc1nnc(-c2ccncc2)n1-c1ccccc1)C1CCS(=O)(=O)C1 (stereo not given),5%,-4%[59 µM],-4%,-2,-10%[11.4 µM],-3%,31%[activator],0%,54%[activator]
O=C(Nc1cccc(F)c1)c1ccc2ncsc2c1,2%,17%,0%,1,1%,3%,3%,0%,12%
O=C(Nc1cccc(-c2cnc3ccccc3n2)c1)c1ccncc1,-26%,-11%,i,0,-13%,5%,-19%,-10%,20%
N=C1c2ccccc2CN1NC(=O)c1cccc(S(=O)(=O)N2CCCC2)c1,-2%,?,5%,-2,0%,-1%,-19%,8%,39%[activator]
O=C1CC(C(=O)N2CCOCC2)C2(CCCC2)O1 (stereo not given),-1%,?,-3%,6,-7%,9%,-3%,2%,44%[activator]
CCc1ccc(NC(=O)Nc2cccs2)cc1,?,10µM*,-6%,-4,-19%,17%,-18%,7%,9%
Cc1cc(OC(C)C(=O)NCc2cccnc2)c2c(C)c(Cc3ccccc3)c(=O)oc2c1 (stereo not given),?,16%,-7%,0,-28%,-19%,?,14%,47%[activator]
CCCCCCn1c(=O)n2n(c1=O)C[C@]1(OC(=O)NCc3ccccc3)CN(S(=O)(=O)c3ccc(C)cc3)C[C@]1(O)C2,·,·,1%,-2,·,-1%,-25%,·,·
COc1ccc(NC(=O)c2oc3ccccc3c2NC(=O)C(C)(C)C)cc1,3%,?,2%,-3,-21%,-2%,-22%,0%,48%[activator]
COc1ccc(CCN2CC(C(=O)NCc3ccc(F)cc3)CC2=O)cc1OC (stereo not given),-29%,-2%,-15%,-2,-30%,59%[activator],-4%,2%,?
CCOC(=O)c1c[nH]c2c3c(ccc2c1=O)CCCC3,6%,-7%[2.33 µM],-7%,1,-14%,3%,-15%,4%,32%
CCOc1ncccc1-c1nc(-c2cccs2)no1,74%[activator],119%[activator],-7%,-2,100%[activator],0%,-13%,3%,92%[activator]
C=CC[C@@H](CC(=O)NCCO)C(=O)N[C@@H](C)COC(=O)[C@H](CC=C)CC(=O)OC(C)(C)C,·,·,-2%,2,-5%,-4%,-9%,0%,41%[activator]
CCN(C(=O)CSc1nc2ccccc2n1CC(=O)N1CCCC(C)C1)c1ccccc1 (stereo not given),-5%,19%[59 µM],-6%,-1,-24%,16%,-4%,2%,44%[activator]
COc1ccccc1-c1ccc(NC2CCCCC2)nn1,2%,4%[59 µM],0%,8,-14%,2%,-9%,-2%,-1%
COc1ccc(-c2nc3sc(CCNS(=O)(=O)c4ccc(F)c(C)c4)c(C)n3n2)cc1,-4%,9%[59 µM],-2%,2,-9%,-4%,-17%,0%,-4%
CCOC(=O)C1(CCc2ccccc2)CCN(C(=O)CN2C(=O)CSC2=O)CC1,-1%,·,4%,3,-9%,-13%,5%,-2%,7%
Cc1cc(SCC(=O)NCC2CCCO2)nc2ccccc12 (stereo not given),-3%,-24%,-8%,-3,-3%,-4%,-15%,?,33%
Cn1c(SCC(=O)Nc2ccccc2O)nnc1-c1ccco1,-3%,-13%,13%,0,-10%,21%,-10%,-3%,23%
COc1ccc2[nH]c(=O)c(COC(=O)c3cccs3)cc2c1,-17%,?,-2%,3,-15%,12%,-8%,12%,6%
Cc1ccc(C(=O)N(C)CC(=O)Nc2cccc(C)c2C)o1,-3%,2%,·,1,-3%,-6%,5%,-6%,46%[activator]
O=C(O)c1ccccc1N=Cc1c(O)n(-c2nccs2)c(=O)c2ccccc12,-19%,9%[59 µM],-9%,-3,-22%,5%,?,3%,-3%
CSc1ccc(S(=O)(=O)NCc2ccccc2)cc1,5%,9%[59 µM],i,6,-3%,-11%,-11%,2%,51%[activator]
O=C(Cc1cccs1)Nc1c(C(=O)Nc2ccc(F)cc2)oc2ccccc12,28%,42%[activator][59 µM],-1%,-2,-8%,6%,-12%,8%,60%[activator]
Cc1ccccc1C(=O)N1CCN(c2ccc(N3CCOCC3)nn2)CC1,-5%,2%[0.501 µM],i,-3,1%,-10%,-14%,-4%,50%[activator]
COc1ccccc1C(=O)N1CCN(Cc2nc3cc([N+](=O)[O-])ccc3n2C)CC1,-16%,-1%[12.7 µM],-11%,-5,-13%,14%,-2%,0%,3%
Clc1cccc(Cl)c1OCCCCN1CCCCC1,79µM*,22µM*,-8%,15,20µM*,-2%,-16%,0%,?
CN1CCc2c(sc3c2C(=O)NC(c2cccs2)N3)C1 (stereo not given),-20%,?,i,-10,?,?,7%,?,-18%
Cc1ccc(NCC(O)C(O)C(O)CO)c(N=Nc2ccccc2)c1C (stereo not given),11µM*,-45%[12.7 µM],i,1,?,0%,-14%,-4%,?
S=c1[nH]nc(CCc2nc3ccccc3[nH]2)n1-c1ccccc1,-11%,?,i,-2,-94%,1%,-17%,-8%,16%
CC1(C)Cc2cccc(OCC(=O)N3CCN(c4ccccc4Cl)CC3)c2O1,8%,8%,6%,15,-3%,3%,-15%,0%,22%
Cc1ccc2nc(SCC(=O)NCc3ccco3)nc(=O)n2c1,-33%,-39%,-6%,-1,-32%,1%,2%,-3%,0%
COc1ccccc1-c1nnc(SCC(=O)Nc2ccc(S(N)(=O)=O)cc2)n1N,0%,-9%,i,1,1%,-1%,-11%,0%,38%
CCCn1c(CNS(=O)(=O)c2ccc(C)cc2)nc2ccccc21,-1%,-14%,-3%,1,-4%,-5%,-13%,-6%,37%
COc1cc(C(=O)NNC(=O)CCOc2cccc(Br)c2)cc(OC)c1OC,-1%,-28%[2.33 µM],i,-2,1%,5%,-14%,-5%,31%
OCCN1CCOCCOCCN(CCO)CCN(CCO)CC1,-3%,·,-6%,3,40%[activator],3%,15%,5%,48%[activator]
O=C(CSc1nc2ccccc2[nH]1)Nc1c(F)c(F)c(F)c(F)c1F,9%,-9%,0%,3,-10%,1%,-12%,2%,24%
CCOCCCn1cnc2c([nH]c3cc(OC)ccc32)c1=O,2%,64%[activator][12.7 µM],-10%,1,-17%,-19%,-13%,5%,5%
ONC(=NCc1ccccc1)c1ccccc1,·,·,-8%,1,-6%,25%,-9%,4%,33%
c1ccc(CN2CCN(c3nc4ccccc4s3)CC2)cc1,1%,1%,8%,-5,-11%,18%,4%,-1%,28%
COc1ccc(-c2ccc(NS(=O)(=O)c3ccc(F)c(C(F)(F)F)c3)cc2)nn1,0%,0%[59 µM],7%,-1,-9%,2%,-12%,23%,10%[57 µM]
O=C(N/N=C/c1ccccc1OC(=O)c1ccc2c(c1)OCO2)c1ccccc1,0%,3%,-8%,-1,-16%,-2%,-11%,5%,45%[activator]

# Part of the list above in order of heavy-atom count, high to low.
SMILES,BAZ2B block,G9a inh,Tb PGK inh,PI4K2A inh,JMJD2A Tudor,GLS inhibitor,Pol eta inh,Pin1 inh,HP1b binding inh
COc1ccc(NC(=O)c2oc3ccccc3c2NC(=O)C(C)(C)C)cc1,3%,?,2%,-3,-21%,-2%,-22%,0%,48%[activator]
c1ccc(CN2CCN(c3nc4ccccc4s3)CC2)cc1,1%,1%,8%,-5,-11%,18%,4%,-1%,28%
COc1ccccc1-c1ccc(NC2CCCCC2)nn1,2%,4%[59 µM],0%,8,-14%,2%,-9%,-2%,-1%

# Next entries:
SMILES,BAZ2B block,G9a inh,Tb PGK inh,PI4K2A inh,JMJD2A Tudor,GLS inhibitor,Pol eta inh,Pin1 inh,HP1b binding inh
CC(c1ccccc1)n1cc(C(=O)NCCN2CCOCC2)nn1 (stereo not given),-11%,-29%[59 µM],0%,-6,-13%,-1%,-11%,-4%,30%
CC1(C)Cc2c(c(N3CCOCC3)nc3sc4c(=O)[nH]cnc4c23)CS1,?,?,4%,-4,-12%,-17%,?,2%,31%
Cc1ccc(CN(C)S(=O)(=O)c2c(C)noc2/C=C/N(C)C)cc1,?,?,-5%,-2,-34%,4%,-13%,8%,25%
O=C(N/C(=C/c1cccnc1)C(=O)N1CCCCCC1)c1cccc(Br)c1,-14%,49%,17%,-1,-4%,2%,-27%,-10%,33%
Cc1ccccc1NC(=S)N1CCN(C(=O)c2ccco2)CC1,-21%,-2%,9%,-1,8%,0%,1%,8%,29%
